RNase H inhibition = RNase H inhibition, HIV 1 Gag Pol polyprotein, FRET biochemical assay, screening (AID 372). HIV-1 RT RNase H, FRET RNA/DNA substrate fluorescence; higher % means a stronger effect. inhibition, % at 10 µM, or IC50 in µM where a hit was titrated. actives 0.77% (n = 100,000); in the data active means inhibition above about 50%
Numbers without * were called inactive.

A first look, 5 compounds:
SMILES,RNase H inhibition
COc1ccc(N=C2CC(C)(C)CC(=O)/C2=C(O)\C=C\c2ccccc2)cc1,4%
CN(/C(=N/S(=O)(=O)c1ccccc1)c1ccccc1)S(=O)(=O)c1ccccc1,11%
CC(C)(C)CC(C)(C)N=C1NS(=O)(=O)c2cc([N+](=O)[O-])ccc21,4%
O=C(Nc1cccnc1)c1ccc(CN(c2ccccc2)S(=O)(=O)c2ccccc2)cc1,13%
Cc1ccc(C2/C(=C(/O)c3ccccc3)C(=O)C(=O)N2c2cccc([N+](=O)[O-])c2)cc1 (stereo unspecified),0%

The listing, previewed entries included:
SMILES,RNase H inhibition
COc1ccc(N=C2CC(C)(C)CC(=O)/C2=C(O)\C=C\c2ccccc2)cc1,4%
CN(/C(=N/S(=O)(=O)c1ccccc1)c1ccccc1)S(=O)(=O)c1ccccc1,11%
CC(C)(C)CC(C)(C)N=C1NS(=O)(=O)c2cc([N+](=O)[O-])ccc21,4%
O=C(Nc1cccnc1)c1ccc(CN(c2ccccc2)S(=O)(=O)c2ccccc2)cc1,13%
Cc1ccc(C2/C(=C(/O)c3ccccc3)C(=O)C(=O)N2c2cccc([N+](=O)[O-])c2)cc1 (stereo unspecified),0%
O=C1S/C(=C/c2ccc(Cl)c([N+](=O)[O-])c2)C(=O)N1c1ccccc1,7%
O=C1C(=O)N(CN2CCN(CN3C(=O)C(=O)c4ccccc43)C2)c2ccccc21,10%
C=CCc1cccc2cc(C(=O)Nc3cc(C)ccc3C)c(=O)oc12,22%
C=CCC/C(C)=N/NC(=O)CSc1nc2ccccc2s1,14%
COc1ccc(OC)c(N/C=C(/C#N)c2nc(-c3cc4ccccc4oc3=O)cs2)c1,0%
COc1ccc(-c2ccc(/C=N/NC(=O)c3ccncc3)o2)c([N+](=O)[O-])c1,3%
Cc1ccc(N2CCN(CC(O)Cn3c4ccccc4c4ccccc43)CC2)cc1 (stereo unspecified),19%
CN(C)c1ccc(/C=C2/C=C(c3ccccc3)OC2=O)cc1,18%
CCC(C(=O)Nc1ccc(C)cc1C)c1ccccc1 (stereo unspecified),3%
O=C1c2cc(-c3nc(-c4ccc(O)cc4)[nH]c3-c3ccccc3)ccc2-c2ccc([N+](=O)[O-])cc21,36%
O=C(Nc1ccc(N2CCOCC2)cc1)c1ccccc1Br,14%
Cc1nc(NC(=O)/C=C/c2ccc(F)cc2)sc1C,27%
COc1cc(OC)c(OC)cc1/C=N/NC(=O)c1cc(-c2ccc(Cl)cc2)n[nH]1,21%
COc1cc(CN2CCC(N3CCCCC3)CC2)c([N+](=O)[O-])cc1OC,1%
CCOc1cccc2c1NC(C)(C)c1sn(-c3ccccc3OC)c(=S)c1-2,0%
COc1cc2nc(-c3ccc4c(c3)C(=O)N(c3ccccc3OC)C4=O)oc(=O)c2cc1OC,8%
CCOC(=O)C1=C(C)N=c2s/c(=C\c3cccc(O)c3)c(=O)n2C1c1ccc2c(c1)OCO2 (stereo unspecified),8%
Cc1ccc(C(=O)NC(=S)Nc2ccc(-c3nc4ccccc4o3)c(O)c2)cc1C,8%
O=C(NC12CCC3CC(CC(C3)C1)C2)c1ccc(Br)cc1,37%
NC1=NC(=O)/C(=C/c2ccc(OC(=O)c3cccc4ccccc34)cc2)S1,20%
O=C(N/N=C/c1cccc2ccccc12)C(=O)N/N=C/c1cccc2ccccc12,1%
COc1ccc(NC(=O)/C(C#N)=C/c2cc(C)n(-c3ccc(C)c([N+](=O)[O-])c3)c2C)cc1,5%
Nc1nc(-c2cccc([N+](=O)[O-])c2)cs1,13%
COc1ccc(Cl)cc1NC(=O)c1cc2nc(-c3ccccc3)cc(C)n2n1,25%
Cc1nc(-c2ccc(Br)cc2)nc(N2CCCCC2)c1C,6%
COc1ccc(N2C(=O)C3C4C=CC(C4=C4CCCC4)C3C2=O)cc1 (stereo unspecified),8%
Cc1cc(=O)oc2cc(OS(=O)(=O)c3ccc(Cl)cc3)ccc12,49%
Cc1ccc(C(=O)/C(=C/c2ccc(-c3cccc([N+](=O)[O-])c3)o2)c2nc3ccccc3o2)cc1,21%
COc1cc(CN2CCC(N3CCCCC3)CC2)ccc1OCc1ccccc1,5%
Cc1ccc2oc(-c3cccc(NC(=O)Cc4ccccc4)c3C)nc2c1,7%
COc1ccc(N2C(=O)NC(=O)/C(=C/c3cccn3-c3cccc([N+](=O)[O-])c3)C2=O)cc1,25%
COCCCNCCCCOc1c(C)cc(C)cc1C,8%
CCc1ccccc1N(CC(=O)Nc1ccccc1Br)S(C)(=O)=O,5%
CCCc1cc2c(-c3ccccc3)cc(=O)oc2cc1OCC(=O)O,9%
CC(=O)NC(n1c(SCc2ccccc2)nc2ccccc21)C(Cl)(Cl)Cl (stereo unspecified),0%
Cc1ccc(-c2nnc(NC(=O)Nc3ccc(Cl)cc3Cl)s2)cc1,40%
COc1cc2c(cc1NS(=O)(=O)c1ccccc1)oc1ccccc12,7%
O=C(Nc1cccc(F)c1)C1CC(=O)N(c2ccc(Br)cc2)C1 (stereo unspecified),4%
CCN(CC)CCNC(=S)Nc1ccccc1,8%
O=[N+]([O-])c1ccccc1C=Nc1ccc(-c2ccc(N=Cc3ccccc3[N+](=O)[O-])cc2)cc1,9%
COc1ccc(CCNC(=O)C2CC2c2ccccc2)cc1OC (stereo unspecified),5%
Cc1cccc(C)c1NC(=O)/C=C/c1ccc([N+](=O)[O-])cc1,10%
CN1CCN(CCCC(=O)c2ccc(F)cc2)CC1,11%
CC(Oc1ccccc1)C(=O)Nc1ccc(-c2nc3ccccc3[nH]2)cc1 (stereo unspecified),11%
COc1cccc(OCCCCOc2cccc3cccnc23)c1,30%

Further results.
SMILES,RNase H inhibition
CC1(c2ccccc2)CC(C)(C)N(C(=O)CSc2nc3ccccc3s2)c2ccccc21 (stereo unspecified),0%
CSc1nnc2c(n1)OC(c1cccc(C)n1)Nc1ccccc1-2 (stereo unspecified),5%
CS(=O)(=O)N(Cc1ccc(Cl)cc1)c1ccc(C(=O)N2CCCC2)cc1,57%*
O=C(O)c1cc(C(=O)O)cc(N2C(=O)c3cccc4c([N+](=O)[O-])ccc(c34)C2=O)c1,6%
CCOc1ccc(N(CC(=O)Nc2ccc(Cl)cc2)S(C)(=O)=O)cc1,0%
Cc1ccc(OCCCN2CCCCC2)c(C(C)(C)C)c1,9%
CCCCc1ccc(-c2csc(/C(C#N)=C\c3ccc(C)cc3)n2)cc1,7%
Cc1ccc(N2C(=O)/C(=C/c3cc(C)n(C)c3C)C(=O)NC2=S)cc1,14%
O=C1NC(=S)N(c2ccccc2)C(=O)/C1=C/c1cccs1,4%
COc1ccc(C(=O)N2CCN(Cc3cc(OC)c(OC)c(OC)c3)CC2)cc1OC,0%
Cc1ccc(/C=C/C(=O)NC(=S)Nc2ccc(S(N)(=O)=O)cc2)cc1,4%
Cn1cc(/C=C(\C(=O)O)C(C(=O)O)=C2C3CC4CC(C3)CC2C4)c2ccccc21,6%
CCc1ccc2oc(-c3ccc(NC(=O)c4cccc([N+](=O)[O-])c4)cc3)nc2c1,8%
Cc1no[n+]([O-])c1COc1cccc(/C=C2\N=C(c3ccccc3)OC2=O)c1,10%
C/C(=N\NC(=O)COc1ccc(Cl)cc1Cl)c1ccc2ccccc2c1,22%
CCc1ccc(NC(=O)/C(C#N)=C\c2ccc(OC)c(C(=O)O)c2)cc1,3%
COc1c(Cl)cc(/C=N/n2cnnc2)cc1Cl,23%
Cc1cc(=O)[nH]c(SCc2ccccc2)n1,0%
CC(=O)C1=C(C)NC(=O)NC1c1ccccc1OCc1ccccc1 (stereo unspecified),0%
CC(C)CNc1ncnc2ccc(Br)cc12,5%
COCCNC(=O)c1nn2c(C(F)(F)F)cc(-c3ccc(OC)cc3)nc2c1Cl,19%
O=C(Nc1ccc2c(c1)OCCO2)c1cccc([N+](=O)[O-])c1,4%
O=C(NCCOc1ccc(Cl)cc1)C(O)(c1ccc(Cl)cc1)c1ccc(Cl)cc1,5%
CC(C)NCCOCCOc1c(Cl)cc(Cl)cc1Cl,12%
O=C(Nc1cccc(O)c1)/C(=C\c1cccs1)NC(=O)c1ccccc1,12%

An excerpt from further up:
SMILES,RNase H inhibition
CC(C)CNc1ncnc2ccc(Br)cc12,5%
COCCNC(=O)c1nn2c(C(F)(F)F)cc(-c3ccc(OC)cc3)nc2c1Cl,19%
O=C(Nc1ccc2c(c1)OCCO2)c1cccc([N+](=O)[O-])c1,4%
O=C(NCCOc1ccc(Cl)cc1)C(O)(c1ccc(Cl)cc1)c1ccc(Cl)cc1,5%
CC(C)NCCOCCOc1c(Cl)cc(Cl)cc1Cl,12%
O=C(Nc1cccc(O)c1)/C(=C\c1cccs1)NC(=O)c1ccccc1,12%

(further entries)
Structure	RNase H inhibition
COc1ccc(/C=N/NS(C)(=O)=O)cc1	14%
CC(C)c1ccc(N=Cc2ccc(OC3CSC3)cc2)cc1	12%
C=CCn1c(=O)c(C(=O)Nc2ccccc2Cl)c(O)c2ccccc21	13%
O=[N+]([O-])c1ccc(N/N=C(\C=C(Cl)Cl)c2ccccc2)c([N+](=O)[O-])c1	0%
CN1CCN(CCCCCOc2ccccc2F)CC1	6%
CN(C)c1ccc(NC(=O)/C=C/c2ccccc2)cc1	14%
Cc1ccccc1Nc1c([N+](=O)[O-])cc(C(F)(F)F)cc1[N+](=O)[O-]	0%
CC1=CCC(/C(C)=N/Nc2ccc([N+](=O)[O-])cc2)CC1 (stereo unspecified)	26%
COc1ccc(N2C(=O)/C(=C\c3cccnc3)SC2=S)cc1	4%
CCOC(=O)C1=C(C)N=c2s/c(=C\c3ccccc3)c(=O)n2C1c1cccc([N+](=O)[O-])c1 (stereo unspecified)	3%
COc1cccc(N(CC(=O)Nc2ccc(Br)cc2)S(=O)(=O)c2ccccc2)c1	15%
CN(C)c1ccc(NC2=NC3(CCCC3)N=C(N)N2)cc1	11%
O=c1c2c(nc3cc(-c4ccco4)[nH]n13)CCS2	29%
O=C(O)CCCCCN1C(=O)C(=O)/C(=C(/O)c2ccc(F)cc2)C1c1ccccc1F (stereo unspecified)	0%
O=C(CSc1nc2ccccc2n1Cc1ccccc1)NNC(=S)Nc1ccccc1	0%
O=C(NC(=S)Nc1ccc(NC(=O)c2ccco2)cc1)c1ccco1	16%
O=C(Nc1ccccc1)Oc1ccc(Cl)cc1Br	18%
Cc1ccc(NC(=O)Cc2cccs2)c(C)c1	22%
Cc1c(NS(=O)(=O)c2ccccc2)cccc1[N+](=O)[O-]	1%
CCCCCc1ccc(-c2ccc(Br)c([N+](=O)[O-])c2)nc1	0%
O=S(=O)(c1ccc(Cl)cc1)N1CCN(CCCc2ccccc2)CC1	5%
CCOc1ccccc1C(=O)Nc1cccc(F)c1	4%
Cc1ccc(N=Cc2ccccc2[N+](=O)[O-])cc1Br	5%
O=C(O)CCCN1C(=O)C(=O)/C(=C(/O)c2ccccc2)C1c1ccc([N+](=O)[O-])cc1 (stereo unspecified)	0%
CC(C)c1ccc(/C=C(\NC(=O)c2ccccc2)C(=O)NCCCN(C)C)cc1	9%
C=CCN1C(=O)/C(=C\c2cc(Cl)c(O)c(OCC)c2)C(=O)NC1=S	17%
COc1ccc(C2CC(=O)C3=C(C2)NC(C)=C(C(=O)OCCOc2ccccc2)C3c2cccc(OC)c2OC)cc1 (stereo unspecified)	14%
NC(=O)c1cccc(N=Cc2ccccc2Cl)c1	6%
CCOCCCNc1c2c(c(C#N)c3nc4ccccc4n13)CCC2	6%
O=C1NC(=O)N(c2cccc(F)c2)C(=O)/C1=C/c1ccc(N2CCCCC2)o1	18%
CCCN1CCC(=NNC(=O)c2ccc(OC)c(OC)c2)CC1	8%
CCN(CC)c1ccc(/C=C/c2cccc[n+]2C)cc1	23%
Cc1cc(C)c2cccc(NC(=S)NC(=O)c3cccc([N+](=O)[O-])c3)c2n1	22%
CCOc1cccc(NC(=O)/C(C#N)=C\c2cc(C)n(-c3cc(C)cc(C)c3)c2C)c1	18%
O=C(NC[n+]1ccccc1)c1ccc(Cl)cc1	1%
COc1cc(/C=N/NC(=O)N/N=C/c2ccc(O)c(OC)c2)ccc1O	7%
CNc1nc(Nc2nc(C)cc(C)n2)nc(OCC(F)(F)F)n1	0%
O=C(NC(=S)Nc1ccc(NC(=O)c2cccc(Cl)c2)cc1)c1ccc([N+](=O)[O-])cc1	0%
C=CCN1C(=O)/C(=C\c2ccc(SC)cc2)C(=O)NC1=S	7%
COc1ccccc1C(=O)ON=C1c2ccccc2-c2ccccc21	8%
CCN(CC)CCCCCCOc1ccccc1Br	3%
Cc1ccccc1OCC(=O)Nc1ccc2c(c1)OCCO2	9%
N#C/C(=C\c1ccc(N2CCOCC2)o1)C(=O)Nc1cccc(Cl)c1	15%
CC1CCCN(c2c([N+](=O)[O-])c(=O)oc3ccccc23)C1 (stereo unspecified)	0%
CCSCCOC(=O)C1=C(C)NC2=C(C(=O)CCC2)C1c1ccccc1OC(C)C (stereo unspecified)	30%
COc1cccc(/C=C2\SC(=S)N(c3cccc(F)c3)C2=O)c1O	14%
Cn1c(CNc2ccccc2)nc2ccccc21	12%
N#Cc1ccc(Oc2ccc(Oc3ccc(C#N)cc3)cc2)cc1	6%
CC1(C)CC(=O)C=C(NNC(=O)CCc2ccccc2)C1	6%
CCc1ccc(/C=C(/C#N)C(N)=S)s1	0%

Of the compounds above, 2 contain a tert-butyl group:
Structure	RNase H inhibition
CC(C)(C)CC(C)(C)N=C1NS(=O)(=O)c2cc([N+](=O)[O-])ccc21	4%
Cc1ccc(OCCCN2CCCCC2)c(C(C)(C)C)c1	9%

Following part
Structure	RNase H inhibition
O=C(NCCc1c[nH]c2ccccc12)/C(=C/c1ccc([N+](=O)[O-])cc1)NC(=O)c1ccccc1	12%
O=C1CSC(=S)N1Cc1ccc(Cl)c(Cl)c1	24%
COc1ccc(-c2nn(-c3ccccc3)cc2/C=N/NC(N)=S)cc1[N+](=O)[O-]	1%
CC1=NN(c2ccccc2)C(=O)/C1=C\c1ccccc1[N+](=O)[O-]	9%
Cc1cccc(N2C(=O)C3C4C=CC(C4)C3C2=O)n1 (stereo unspecified)	9%

Compound activity (PubChem)

The list is partial, so the mix of outcomes need not match the whole.
